# Screens from PubChem BioAssay.
# MEX-5 binding: C. elegans MEX-5 TCR-2 RNA binding activity | MEX-5/FITC-TCR2 RNA binding, fluorescence polarization; active compounds read low | activity score (negative = inhibition of binding), % at 10 µM | 300,000 tested, 0.38% active | AID 1832;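 active means inhibition past about -25% in most replicates, and total fluorescence under double the plate's negative control median, limit read from the data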;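 further: 0% = DMSO and -100% = 5 µM competing unlabeled TCR2 RNA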
# GLD-1 RNA inh: GLD-1-TGE RNA interaction inhibition (C. elegans). inhibition, % at 5.96 µM. Q17339. AID 2280. 320,000 tested, 0.44% active. purified GLD-1 + fluorescein TGE RNA, fluorescence polarization;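 active means percent inhibition above a per-plate cutoff, the plate mean of test compounds plus 3 SD, cut at about 30% in these data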;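 further: 0% = DMSO wells with GLD-1 and probe and 100% = wells lacking GLD-1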
# Target sequence (Q17339 whole entry, looked up): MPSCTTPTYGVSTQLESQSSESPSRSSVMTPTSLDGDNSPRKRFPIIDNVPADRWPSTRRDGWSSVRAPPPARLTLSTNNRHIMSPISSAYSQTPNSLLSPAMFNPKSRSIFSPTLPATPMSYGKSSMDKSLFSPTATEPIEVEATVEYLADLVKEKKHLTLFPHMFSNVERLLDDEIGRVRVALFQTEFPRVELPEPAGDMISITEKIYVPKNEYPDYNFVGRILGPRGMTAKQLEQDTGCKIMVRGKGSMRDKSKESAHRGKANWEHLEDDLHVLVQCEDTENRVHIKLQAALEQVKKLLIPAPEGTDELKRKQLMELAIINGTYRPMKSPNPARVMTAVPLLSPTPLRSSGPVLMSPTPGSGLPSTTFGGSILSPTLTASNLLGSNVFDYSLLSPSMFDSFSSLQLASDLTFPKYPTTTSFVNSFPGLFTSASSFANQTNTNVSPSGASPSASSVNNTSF
# Bcl-xL primary: inhibitors of human Bcl-xL | GST-Bcl-xL / FITC-Bim BH3 peptide fluorescence polarization | Q07817 | inhibition, % at 10.9 µM | AID 2129 | 320,000 tested, 0.7% active;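 active means inhibition above the mean of all tested compounds plus 3 SD, cutoff set per campaign, cut at about 30% in these data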;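 further: 0% = DMSO wells and 100% = unlabeled Bim-BH3 peptide competitor; inhibitors lower millipolarization by displacing the labeled peptide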
# Target sequence (Q07817 whole entry, looked up): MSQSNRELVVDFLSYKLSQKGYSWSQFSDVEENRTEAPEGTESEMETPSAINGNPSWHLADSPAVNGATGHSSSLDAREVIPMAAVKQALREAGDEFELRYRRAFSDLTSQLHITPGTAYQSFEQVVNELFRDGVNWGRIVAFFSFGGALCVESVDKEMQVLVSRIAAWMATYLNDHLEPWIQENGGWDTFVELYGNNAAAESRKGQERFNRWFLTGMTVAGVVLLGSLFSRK
# PME-1 inh: blocks human protein phosphatase methylesterase 1; inhibition, % at 5.9 µM; 320,000 tested, 0.53% active; recombinant PME-1, FP-Rh probe fluorescence polarization; AID 2130;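 active means inhibition above the campaign mean of all compounds plus 3 SD, cut at about 26% in these data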;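 further: competitive labeling of PME-1 active site by serine hydrolase directed probe; 0% = PME-1 with DMSO and 100% = wells lacking PME-1 enzyme; inhibitors block probe labeling so polarization falls and inhibition rises; many of its hits are not listed in these tables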
# Target sequence (Q9Y570 whole entry, looked up): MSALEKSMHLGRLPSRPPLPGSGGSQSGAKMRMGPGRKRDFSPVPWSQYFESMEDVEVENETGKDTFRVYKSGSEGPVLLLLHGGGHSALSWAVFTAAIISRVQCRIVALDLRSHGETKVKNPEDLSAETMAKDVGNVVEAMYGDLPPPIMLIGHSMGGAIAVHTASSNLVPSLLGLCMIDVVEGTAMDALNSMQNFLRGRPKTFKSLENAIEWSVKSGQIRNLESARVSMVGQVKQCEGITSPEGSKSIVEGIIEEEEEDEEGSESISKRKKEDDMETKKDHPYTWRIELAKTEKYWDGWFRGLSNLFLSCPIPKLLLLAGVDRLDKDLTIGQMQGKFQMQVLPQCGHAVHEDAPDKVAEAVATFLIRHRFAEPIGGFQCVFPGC
# Efflux pump inh: blocks antifungal efflux pumps in multiplex yeast assay | S. cerevisiae Candida pump triplex, Nile Red efflux | inhibition, % at 10 µM | 330,000 tested, 0.44% active;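 active means plate passing quality check with inhibition over a set limit, or well fluorescence over plate mean plus 4 SD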;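 further: Nile Red retained in pooled yeast measured as flow cytometry median fluorescence; 0% = buffer negative control and 100% = Enniatin B positive control; higher means more Nile Red kept so more efflux inhibition; some compounds called inactive have numbers as strong as hits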
# GRK2 aptamer HTS: inhibitors of human GRK2 displacing RNA aptamer. P25098. bead flow cytometry, FAM-aptamer displacement from GRK2. inhibition of aptamer binding, % at 10 µM. 330,000 tested, 0.59% active. AID 488847;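 active means inhibition of aptamer binding above 40%, roughly 3 SD of noise, on plates passing a quality check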;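 further: median bead fluorescence of bound FAM aptamer so fluorescent compounds give negative values; no value below 0 was filed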
# Fam108B counter: Fam108B inhibition, counter-screen for RBBP9 inhibitors; recombinant Fam108B, FP-Rh probe fluorescence polarization; 300,000 tested, 0.33% active; inhibition, % at 9.51 µM;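 active means inhibition above the screen mean inhibition plus 3 SD, computed separately per campaign, cut at about 18% in these data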;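 further: inhibitors lower polarization as less probe binds the enzyme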
# VLA-4 inh: inhibition in a human VLA-4 binding assay; P13612; VLA-4 expressing cells, ligand binding flow cytometry; inhibition, % (about 7 µM as worked out from the volumes in the protocol); 330,000 tested, 0.2% active; in the data active means inhibition above about 50%
# MCL1-BIM inh: disrupts human MCL1 binding to BIM-BH3 peptide; Q07820; GST-MCL1 / FITC-Bim-BH3 fluorescence polarization; inhibition, % at 10.9 µM; 320,000 tested, 0.68% active; AID 2057;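 active means inhibition above the mean inhibition of all tested compounds plus 3 SD, set per campaign, cut at about 40% in these data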;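 further: 0% = DMSO wells and 100% = unlabeled Bim-BH3 peptide control; higher means more loss of mP so more displacement of Bim peptide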
# Numbers without * were called inactive; . = no result given. A portion of the library; the hit share may differ from the screen's.
compound	MEX-5 binding	GLD-1 RNA inh	Bcl-xL primary	PME-1 inh	Efflux pump inh	GRK2 aptamer HTS	Fam108B counter	VLA-4 inh	MCL1-BIM inh
Cc1ccc(NC(=S)NNC(=O)c2nn(C)cc2Cl)cc1	-9.2	1	-4	-1	-0.1	1	0	8	2
Cc1cc(Cl)ccc1C(=O)C1CCCN(C(=O)CN2CCOC2=O)C1 (stereo not drawn)	1.4	.	.	.	-1.7	1	.	17	.
Cc1ccc(F)cc1NC(=O)C1CC(=O)N(CCc2ccccc2)C1 (stereo not drawn)	-2.9	3	1	-7	-0.1	3	-1	18	3
Cc1cc(C)nc(NS(=O)(=O)c2ccc(NC(=O)Cc3ccccc3)cc2)n1	0.7	-3	9	-3	0.0	2	2	2	-3
NC(=O)c1ccc(NC(=O)c2cc(S(=O)(=O)N3CCCCC3)ccc2N2CCOCC2)cc1	.	-2	-10	1	0.1	4	.	20	-20
CC(C)(C)c1ccc(S(=O)(=O)N2CCN(C(=O)C3CCC3)CC2)cc1	-1.9	4	1	1	-8.3	3	3	-24	2
CCOc1cc2c(cc1OCC)C(c1ccc(OC)c(OC)c1)N(c1ccc(C(=O)O)cc1)C(=O)C2 (stereo not drawn)	-0.8	-6	6	0	0.2	0	-1	6	4
C[C@H]1COC(=O)[C@H](NC(=O)OCC2c3ccccc3-c3ccccc32)C/C=C\C[C@H](CC(=O)N(CCO)Cc2ccccc2)C(=O)N1	.	1	.	.	0.7	0	.	29	.
Cc1ccc(S(=O)(=O)N2CCN(C(=O)COC(=O)c3cccnc3Cl)CC2)c(C)c1	.	-4	-14	16	0.0	0	.	4	-29
O=[N+]([O-])c1ncccc1OCc1ccc(-c2ccccc2)cc1	1.1	6	-5	0	0.0	0	0	0	-8
CCn1c(SCC(=O)NCc2ccccc2)nnc1-c1cccnc1	-1.3	-3	2	1	0.3	1	-4	16	1
COc1ccc(Nc2nc(S(=O)(=O)c3ccc(C)cc3)c(Cl)s2)cc1	0.2	-8	1	14	0.1	5	3	8	4
CN(CC(=O)Nc1ccc(Cl)c(C(F)(F)F)c1)Cc1cc(=O)n2ccsc2n1	-0.8	2	0	4	0.0	0	-3	-6	4
CC(NCC1COc2ccccc2O1)C1COc2ccccc2O1 (stereo not drawn)	1.3	-6	0	-1	0.2	3	-2	6	2
NC(=NC1CCCCC1)NS(=O)(=O)c1ccccc1	0.2	-4	5	4	0.1	0	4	11	3
CSCCC(NC(=O)c1ccc([N+](=O)[O-])cc1Cl)C(=O)OCC(=O)NCCCc1ccccc1 (stereo not drawn)	-2.1	-5	2	5	-0.4	1	0	0	8
CCCCNC(=O)c1ccc(-n2c(=S)[nH]c3ccccc3c2=O)cc1	-3.4	7	3	-5	-0.2	0	-1	0	-2
CSCCC(NC(=O)c1ccc([N+](=O)[O-])cc1Cl)C(=O)OCC(=O)NCC(F)(F)F (stereo not drawn)	0.8	4	0	6	0.2	0	-1	19	-4
N#CC(C#N)C(c1ccsc1)c1c(-c2ccccc2)[nH][nH]c1=O (stereo not drawn)	-7.2	2	11	3	-0.3	3	2	22	8
COc1ccc(OC)c(NC(=O)[C@H]2CC=CC[C@H]2C(=O)O)c1	-3.1	-1	11	1	0.1	1	1	21	5

# Single records, from the list above.
# Profile of CCCCNC(=O)c1ccc(-n2c(=S)[nH]c3ccccc3c2=O)cc1 = MEX-5 binding = -3.4; GLD-1 RNA inh = 7; Bcl-xL primary = 3; PME-1 inh = -5; Efflux pump inh = -0.2; GRK2 aptamer HTS = 0; Fam108B counter = -1; VLA-4 inh = 0; MCL1-BIM inh = -2
# Profile of CCn1c(SCC(=O)NCc2ccccc2)nnc1-c1cccnc1 = MEX-5 binding = -1.3; GLD-1 RNA inh = -3; Bcl-xL primary = 2; PME-1 inh = 1; Efflux pump inh = 0.3; GRK2 aptamer HTS = 1; Fam108B counter = -4; VLA-4 inh = 16; MCL1-BIM inh = 1

# Next part:
compound	MEX-5 binding	GLD-1 RNA inh	Bcl-xL primary	PME-1 inh	Efflux pump inh	GRK2 aptamer HTS	Fam108B counter	VLA-4 inh	MCL1-BIM inh
COc1ccc(Cl)cc1NC(=S)NC1CCCC1	1.2	-10	0	-3	0.5	0	0	7	5
CCOCCn1c(CN2CCN(C(=O)c3ccco3)CC2)nc2c1c(=O)n(C)c(=O)n2C	-0.1	-1	5	-4	0.1	4	-2	-7	0
COc1cc(C(=O)NCC(C)C)cc(OC)c1OC	0.9	-6	0	-2	0.0	0	-2	7	3
NC(=O)c1cc([N+](=O)[O-])ccc1NCc1ccc(C(=O)O)cc1	.	12	7	3	-0.2	3	2	0	7
Cc1nn(Cc2ccccc2)c(Cl)c1C(=O)NCCc1ccc(Cl)cc1	2.2	0	2	3	0.1	6	2	-6	-8
O=C(CO/N=C/c1ccccc1OC(F)F)N1CCc2ccccc21	-1.7	3	4	-1	-0.1	0	-2	0	5
Cc1nccn1CC(=O)N/N=C/c1c[nH]c2ccccc12	-4.5	0	1	0	0.1	2	-3	4	-2
CCCCC(CC)CNC(=O)CN(C)S(=O)(=O)c1cccc2nsnc12 (stereo not drawn)	-0.4	-1	2	10	-0.2	0	1	-13	-1
Cc1ccccc1CN1CCCC(C(=O)N2CCCCC2)C1 (stereo not drawn)	-2.7	1	4	4	-0.1	1	-5	0	9
O=C1CSC(c2ccccc2F)N1c1ccccc1F (stereo not drawn)	-3.0	3	-1	-3	0.0	2	-1	9	-1
COc1cccc(Nc2n[nH]c(=S)s2)c1	-2.6	1	7	4	-0.1	2	4	-9	-1
O=C(CN1C(=O)c2ccccc2S1(=O)=O)N1CCN(Cc2ccc3c(c2)OCO3)CC1	1.2	3	5	-2	-0.1	2	2	3	1
COCCCN1C(=O)C(=O)/C(=C(/O)c2ccc(S(=O)(=O)N3CCCCC3)cc2)C1c1ccc(OC)cc1 (stereo not drawn)	-0.7	-2	-2	0	0.1	0	-3	13	-15
CCn1c(SCC(=O)NC(C)(C)C)nc(O)cc1=O	-1.5	-5	0	3	0.1	12	3	7	6
CC1CCN(c2cc(N(C)CCO)c([N+](=O)[O-])c3nonc23)CC1	-1.1	1	-2	-1	0.1	3	3	27	-8
CCOC(=O)C(NCCc1ccccc1F)(NC(C)=O)C(F)(F)F (stereo not drawn)	0.2	5	1	3	-0.2	0	3	8	-2
Cc1noc(C)c1COc1ccc(CC(=O)NCc2ccccc2)cc1	1.3	9	-5	2	-0.1	3	1	18	-4
CCOc1ccc(C2NC(=O)C(C#N)=C(S)N2c2cccc(C)c2)cc1OC (stereo not drawn)	1.4	5	-1	-2	-0.2	0	-5	1	7
Cc1cc2occ(CC(=O)NC3(C)CCS(=O)(=O)C3)c2cc1C (stereo not drawn)	0.3	3	5	2	0.0	5	5	3	6
COc1ccc(N2CCN(C(CNC(=O)c3cccc(Cl)c3)c3cccnc3)CC2)cc1 (stereo not drawn)	0.3	4	6	-8	-0.2	0	4	-9	4
C=CCOc1ccc(C2OC34CCCCC3C(C#N)(C#N)C2(C#N)C(=N)O4)cc1 (stereo not drawn)	-45*	75*	104*	10	-0.1	3	9	-12	115*
Cc1ccc(C(C(=O)NC2CCCCC2)N(Cc2ccco2)C(=O)Cn2cnc3ccccc32)cc1 (stereo not drawn)	2.0	-5	-8	4	0.2	5	-4	-2	-7
CCN(CC(=O)Nc1c(F)cccc1F)C(=O)c1ccc(-c2ccccc2)cc1	-1.0	6	-2	-8	-0.1	3	1	-7	-7
O=[N+]([O-])c1cccc(-c2nnc(-c3ccc4c(c3)OCO4)o2)c1	1.4	-2	2	-10	-1.2	0	-10	-3	-8
COc1cccc(C(=O)Nc2cccc(OCC(=O)O)c2)c1	0.0	0	5	0	-0.1	0	1	9	-1
O=C(CSc1nnnn1-c1ccccc1)Nc1ncc(Cc2cc(Cl)ccc2Cl)s1	-0.8	0	1	-2	0.3	0	0	15	-1
CCC(=O)N1N=C2CC(C)(C)OCC2C1c1ccccc1 (stereo not drawn)	-1.4	7	-1	-3	0.1	1	4	13	-6
O=C(NC1CCCCCC1)C1Cc2ccccc2CN1C(=O)c1ccco1 (stereo not drawn)	-1.2	2	2	-5	0.1	3	-3	0	0
Cn1cc(C[C@H](NC(=O)OC(C)(C)C)C(=O)N[C@@H](CO)Cc2ccccc2)c2ccccc21	-4.1	-7	2	0	0.0	1	-1	-1	-3
CN1CCN(c2nc(-c3ccccn3)nc3ccccc23)CC1	-1.2	-1	-7	-1	-0.1	3	3	0	-3
CC1(C)CC[C@]2(C(=O)O)CC[C@]3(C)C(=CCC4[C@@]5(C)CC[C@H](O)C(C)(C)C5[C@H](O)C[C@]43C)[C@@H]2C1 (stereo partly drawn)	0.4	1	12	-1	-0.5	0	3	-8	7
O=C(c1cccc(N2C(=O)C3CC=CCC3C2=O)c1)N1CCCc2ccccc21 (stereo not drawn)	0.8	0	-3	-2	0.2	0	-3	5	-1
COc1ccc(C2c3ccc4ccccc4c3Oc3ncn(CCN4CCOCC4)c(=N)c32)cc1OC (stereo not drawn)	.	-2	6	4	-0.1	0	-2	2	7
COC(=O)c1c(NS(=O)(=O)c2ccccc2)csc1C	2.1	-1	5	5	0.1	1	2	9	8
Cc1cc(C)nc(N(C#N)CC(=O)Nc2ccccc2)n1	0.4	9	-4	3	0.0	2	-1	21	-14
O=[N+]([O-])c1cc(C(F)(F)F)ccc1NCC1CCCO1 (stereo not drawn)	12	5	0	-2	-0.1	0	1	18	-5
COc1ccc(OC)c(NC(=O)COC(=O)c2ccc(OC)c(S(=O)(=O)N3CCCC3)c2)c1	.	4	-7	3	0.0	2	.	11	-7
CC(=O)N1CCN(C(=S)NCc2ccccc2)CC1	-0.8	8	2	-8	0.4	0	-2	54*	3
Cc1ccc(C2=NCCn3nc4cc(C(F)(F)F)ccc4c32)cc1	.	4	6	4	-0.1	0	5	22	4
COc1ccc(CCNC(=O)c2cccc(Br)c2)cc1OC	-1.0	6	2	-2	0.1	0	1	0	3
COc1c(Cl)cc(Cl)cc1/C=N/NC(=O)c1nnn(-c2nonc2N)c1CN1CCC(C)CC1	-1.1	0	5	-1	0.0	1	-2	-4	3
Cc1ccccc1NC(=O)Nc1cnccn1	-1.2	-3	5	6	0.0	21	-2	-7	6
O=C(Cc1ccsc1)NCC(=O)Nc1ccc(F)c(F)c1	-0.9	-1	5	10	0.2	0	4	-7	-2
COc1cccc(-n2cc(CN(C)Cc3nc(Cc4cccc(F)c4)no3)cn2)c1	-0.8	4	0	-3	-0.1	1	-2	8	-12
COc1cc2c(cc1OC)CN(S(=O)(=O)c1ccc3c(c1)OCCO3)CC2	-3.8	-1	5	3	0.2	0	1	0	6
COc1cccc(-c2csc(N3CCN(CC(=O)Nc4ccc5c(c4)OCO5)CC3)n2)c1	1.0	4	-4	4	-0.3	2	1	-6	-4
O=C(C1CC(=O)N(c2ccccc2)C1)N1CCCCCC1 (stereo not drawn)	0.3	2	-3	1	-0.1	1	-1	-7	-4
CCN(CC)c1ccc(/C=C/c2nc3ccccc3s2)cc1	-32*	-66	-41	7	1.0*	2	0	-152	-69
COc1ccc(-n2c(SCC(N)=O)nnc2-c2ccccc2F)cc1	-0.3	3	-4	-7	0.1	0	-1	10	-2
Cc1ccc(N(CC(O)CN2CCCC2)S(=O)(=O)c2ccc(C)cc2)cc1 (stereo not drawn)	-1.3	-4	9	-7	-0.2	0	2	-25	4
CSc1ccccc1-n1nnnc1SCC(=O)Nc1ccccc1C	0.1	10	3	3	0.3	0	3	4	0
